Screening data as filed in PubChem.
D1 PAM = Potentiators of Human D1 Dopamine Receptor: qHTS; hit rate 0.036% among 360,000; HEK293 TREx D1 cells, calcium flux, dopamine EC20 potentiation; AID 504651, 2011; potentiation, % at 10 µM; in the data active = potentiation above about 30%; note: 0% is about no effect
Target sequence (P21728 whole entry, looked up): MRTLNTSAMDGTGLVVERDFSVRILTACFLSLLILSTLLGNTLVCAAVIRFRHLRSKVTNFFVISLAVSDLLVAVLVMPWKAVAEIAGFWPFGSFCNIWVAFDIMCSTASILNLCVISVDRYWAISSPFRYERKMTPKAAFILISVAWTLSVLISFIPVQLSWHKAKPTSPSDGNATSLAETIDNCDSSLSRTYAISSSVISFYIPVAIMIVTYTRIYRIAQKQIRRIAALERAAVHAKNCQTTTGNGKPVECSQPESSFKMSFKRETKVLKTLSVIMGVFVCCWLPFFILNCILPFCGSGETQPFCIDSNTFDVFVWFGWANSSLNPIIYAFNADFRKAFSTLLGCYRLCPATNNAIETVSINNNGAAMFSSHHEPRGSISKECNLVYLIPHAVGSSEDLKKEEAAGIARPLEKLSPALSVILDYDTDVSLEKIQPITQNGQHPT
D1 ag = Allosteric Agonists of the Human D1 Dopamine Receptor: qHTS | activation, % at 2 µM | hit rate 1% among 360,000 | AID 504660, 2011 | D(1A) dopamine receptor (Homo sapiens), P21728 | HEK293 T-REx D1 cells, calcium flux, agonist mode; in the data active = activation above about 30%; note: 0% is about no effect
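Inducible HEK293 T-REx D1 cells, force-coupled to calcium signalling, were plated at 4000 cells/well with tetracycline and held overnight at 30 C. After no-wash calcium dye loading, compound-evoked calcium rise over 180 s flagged agonists.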
D1 antag = Antagonist of Human D 1 Dopamine Receptor: qHTS; HEK293 TREx D1 cells, calcium flux, dopamine EC80; stronger effect = lower value; activity change, negative = inhibition, % at 10 µM; hit rate 3.2% among 360,000; AID 504652, 2011; in the data active = activity change below about -30%; note: % is set by controls: 0 for no effect and ±100 for the full control effect
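Cells carrying a force-coupled, tetracycline-inducible human D1 receptor report calcium flux. Each well gets a 10 s baseline, compound with 180 s monitoring, then an EC80 dopamine stimulus with a second 180 s kinetic read.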
Vif-APOBEC3F blk = qHTS for Inhibitors of Vif-A3F Interactions: qHTS | AID 602313, 2012 | Potency, µM (highest dose often 46.1 µM), for inactives: at the top dose activity, negative = active | HeLa A3F-eYFP + Vif (tagged APOBEC3F with the HIV-1 protein that degrades it), YFP fluorescence increase | hit rate 0.2% among 390,000; note: potency is the fitted concentration of half-maximal effect; % of control where 0% means no effect; nearly all actives have a fitted effect of over 65% in size
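HeLa cells stably expressing A3F-eYFP plus Vif, plated and incubated overnight at 37 deg C, then exposed to compounds overnight at 37 deg C. Blocked degradation read as raised yellow fluorescence (Ex 488/Em 500-530).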
D2 potentiator = HTS Assay for Positive Allosteric Modulators of the Human D2 Dopamine Receptor: Primary Screen for Potentiators. D(2) dopamine receptor (Homo sapiens), P14416. HEK293 T-REx D2, calcium flux, EC20 dopamine potentiation. potentiation, % at 10 µM. hit rate 0.34% among 340,000. AID 485347, 2010;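 active = potentiation over 3 SD above the plate norm, cut at about 30% in these data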; note: 0% is about no effect
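Tetracycline-induced Hek293 Trex D2 cells, force-coupled to calcium, loaded with no-wash calcium dye. Compound added with 180 s kinetic read for agonism, then EC20 dopamine and a further 180 s read for potentiation.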
RXFP1 agonist = qHTS Assay for Agonists of the Relaxin Receptor RXFP1; Relaxin receptor 1 (Homo sapiens), Q9HBX9; HEK293T-RXFP1 cAMP TR-FRET, 30 min; response scale: percent of porcine relaxin response, buffer zero; Potency, µM (series often up to 57.5 µM), inactives show at the highest dose activation, most hits filed as activators; hit rate 0.3% among 370,000; AID 2676, 2010; note: potency is the fitted concentration of half-maximal effect; % is set by controls: 0 for no effect and ±100 for the full control effect; nearly all actives have a fitted effect of over 60% in size; many of its hits are not listed in these tables
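Agonist response is measured as cAMP accumulation in an RXFP1-transfected HEK293T line under PDE4 inhibition. Values are scaled between buffer-only and 29 nM porcine relaxin, and EC50s come from standard Hill equation fits.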
LDHA inh = qHTS assay for inhibitors of human lactate dehydrogenase. AID 1347041, 2019. hit rate 0.15% among 480,000. activity change, % (values are at about 110 or 230 µM). L-lactate dehydrogenase A chain (Homo sapiens), P00338. purified LDHA, NADH/diaphorase-resazurin fluorescence; stronger effect = lower value; in the data active = activity change below about -30%; inconclusive = mostly about -25% to -30%;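 note: plate controls were DMSO wells for no effect and wells without enzyme for full effect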
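Human LDH5 at 2 nM final in Tris HCl pH 7.4 with 0.06 mM NADH and 0.2 mM pyruvate, reacted 5 minutes at room temperature. Remaining NADH coupled via diaphorase/resazurin; resorufin fluorescence read at 0 and 20 minutes, normalized to enzyme-free and DMSO wells.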
Vif-A3G inh = qHTS for Inhibitors of Vif-A3G Interactions: qHTS; hit rate 0.076% among 410,000; HeLa A3G-eYFP + Vif (tagged APOBEC3G with the HIV-1 protein that degrades it), YFP fluorescence, overnight; AID 602310, 2012; Potency, µM (highest dose often 46.1 µM), for the others: top-dose activity, negative = active, hits mostly inhibitors;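 note: potency is the fitted concentration of half-maximal effect; % is set by controls: 0 for no effect and ±100 for the full control effect; nearly all actives have a fitted effect of over 60% in size; hits raise eYFP signal because A3G escapes Vif-driven loss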
Target sequence (Q9HC16 whole entry, looked up): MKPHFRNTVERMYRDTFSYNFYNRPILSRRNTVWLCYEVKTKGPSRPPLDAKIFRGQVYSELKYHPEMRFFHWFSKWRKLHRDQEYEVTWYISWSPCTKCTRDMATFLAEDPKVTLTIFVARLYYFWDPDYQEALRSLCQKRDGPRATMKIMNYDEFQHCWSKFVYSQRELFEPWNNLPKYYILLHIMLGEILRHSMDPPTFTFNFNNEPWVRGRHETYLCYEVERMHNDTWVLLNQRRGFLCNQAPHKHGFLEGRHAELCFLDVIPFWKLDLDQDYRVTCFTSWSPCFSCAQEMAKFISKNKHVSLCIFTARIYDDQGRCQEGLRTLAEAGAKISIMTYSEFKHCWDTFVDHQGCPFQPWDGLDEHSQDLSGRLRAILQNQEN
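Read-out is eYFP fluorescence (Ex 488/Em 500-530) from Vif-expressing HeLa A3G-eYFP cells; more signal means A3G escaped Vif-mediated degradation. Cells plated overnight, compound pinned in, incubated overnight at 37 deg C.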
Glioma ERSR ind = qHTS for Inducers of the Endoplasmic Reticulum Stress Response (ERSR) in Human Glioma: qHTS; U87-MG GRP78 promoter luciferase reporter, 16 h; hit rate 0.02% among 420,000; Potency, µM, for inactives: at the highest dose activation, hits mostly activators; note: potency is the fitted concentration of half-maximal effect; series mostly up to about 76 µM; % of control where 0% means no effect; nearly all actives have a fitted effect of over 35% in size
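Stably transfected U87-MG human glioma cells carrying a GRP78-based luminescent sensor were seeded at 1000 cells/well, pin-dosed with compounds and incubated 16 h. Luciferase reagent was then added, and end-point luminescence was read after 10 min at room temperature.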
* = called active by the depositor; u = inconclusive; x = not tested or not shown; & = joins results of further samples. Unless noted, calls come from the whole dose curve; as a rule, active = well fitted curve in the direction sought with a large enough effect; inconclusive = small, poorly fitted or top-dose-only effect, or another doubt; inactive = no such curve, though single readings can be large; an effect the other way counts as inactive or inconclusive. Not all compounds are listed. The share of hits here may be higher or lower than overall.

SMILES | D1 PAM | D1 ag | D1 antag | Vif-APOBEC3F blk | D2 potentiator | RXFP1 agonist | LDHA inh | Vif-A3G inh | Glioma ERSR ind
Cc1cccc(NC(=O)N2CCC(NC(=O)c3ccco3)CC2)c1 | 2 | 1 | 1 | 15% | 3 | -1.2% | -2 | 2% | 1%
COc1ccc(CN(Cc2ccccn2)S(=O)(=O)c2ccc(-n3cnnn3)c(OC)c2)cc1 | 0 | 2 | -14 | 1% | -3 | 2.2% | 1 | -6% | -3%
CC(C)CCNC(=O)C1CCN(C(=O)c2cc3sccc3n2Cc2ccc(Cl)cc2)CC1 | -2 | 5 | -1 | -3% | 5 | 1.1% | 4 | 1% | -4%
COc1ccc(-n2c(=S)[nH]c3cc(C(=O)NCc4ccco4)ccc3c2=O)c(OC)c1 | -3 | 3 | -2 | -2% | -3 | 0.0% | -1 | 1% | -4%
CCc1[nH]nc2c1C(C(C)C)C(C#N)=C(N)O2 (stereo not drawn) | 0 | 7 | 7 | 0% | 12 | 1.7% | -6 | -18% | -6%
COc1ccc2nc(-c3ccc(N)cc3)[nH]c2c1 | -6 | 1 | -5 | x | x | -3.4% | 2 | 1% | -14%
CCCN1Cc2cccc(C(=O)NC(CC(=O)OCC)c3ccc(C)cc3)c2C1=O (stereo not drawn) | -5 | 2 | 5 | 15% | -8 | 0.4% | 2 | -8% | -1%
NC(=O)C1=C[C@@H](c2coc3ccccc3c2=O)C[C@@H](OCCCCO)O1 | 0 | -4 | 8 | 3% | 6 | 2.8% | 0 | -1% | 2%
CN(C(=O)CSc1nnc(-c2ccc(Cl)cc2)n1CC1CCCO1)C1CCS(=O)(=O)C1 (stereo not drawn) | -1 | -2 | 12 | -5% | -2 | 0.7% | -7 | -1% | 5%
COc1ccc2c(c1OC)C(=O)N(c1ccc3c(c1)CCC3)C2=O | 0 | -3 | -9 | -28% | 3 | 1.5% | -7 | -2% | -2%
O=[N+]([O-])c1ccc(Oc2ccc(Oc3ccc(C(F)(F)F)cn3)cc2)nc1 | -1 | 7 | -28 | -3% | -9 | 0.7% | -6 | 0% | 0%
CC(=O)Nc1ccc(N2C(=O)c3cccc(NC(C)=O)c3C2=O)cc1 | -4 | 1 | -1 | 2% | 12 | 1.4% | -4 | -2% | -3%
Cn1cnnc1SCc1ccc(C(=O)N=Nc2c(O)n(C)c3ccccc23)cc1 | -7 | -1 | -13 | 4% | -2 | -1.0% | -5 | -1% | 6%
S=C1NC(c2ccccc2)=NCN1c1ccc(Br)cc1 | -3 | 3 | 4 | 6% | 15 | 1.6% | -8 | 1% | 9%
CCOC(=O)CNC(=O)CSc1ncnc2c1nnn2-c1ccc(F)cc1 | 4 | 2 | -24 | 3% | x | 4.2% | -2 | -2% | 4%
Cc1cccc(C)c1NC(=O)c1sc(-n2nc(C)c(Cc3ccc4c(c3)OCO4)c2C)nc1C | 1 | 4 | -6 | -12% | -2 | 0.3% | -9 | -2% | -3%
COc1ccc(-c2nc(CS(=O)(=O)CC(=O)NCc3ccc(F)cc3)c(C)o2)cc1 | -3 | 0 | 9 | -4% | 6 | -2.6% | -6 | 0% | -4%
O=C(CCCCCBr)N1CCC(CC2CC(c3cccc(Br)c3)=NO2)(C(=O)NCC2CCCCC2)CC1 (stereo not drawn) | -6 | 3 | -17 | -7% | 4 | 0.6% | 4 | -6% | -1%
COCCNC(=O)c1cc(-c2ccccc2)nn1Cc1cc(C)no1 | x | x | x | 6% | x | x | -7 | 0% | -3%
c1ccc(Cc2nn3c(Cn4cnc5ccccc54)nnc3s2)cc1 | -3 | 2 | 5 | 5% | 19 | 4.8% | -5 | -2% | -2%
O=C(NC1CCN(C(=S)NCCc2ccccc2)CC1)C1CCCCC1 | -10 | 7 | -34* | 1% | 1 | 0.8% | -4 | 7% | -1%
COC(=O)C1CCN(C(=O)COC(=O)/C=C/c2ccc(O)c(OC)c2)CC1 | x | x | x | 1% | x | x | -14 | -1% | -1%
Cc1ccc(S(=O)(=O)N2CCC(c3nnc(-c4cccc(C)c4)o3)CC2)cc1 | 0 | 5 | 0 | u | 14 | 0.4% | 3 | 0% | -1%
Cc1ccc(/C=C2\SC(=S)N(CCC(=O)N3CCCCC3)C2=O)cc1 | -5 | 4 | 5 | 4% | 18 | -0.8% | -2 | -4% | -1%
Nc1nc(CSc2nc3ccccc3[nH]2)nc(N2CCOCC2)n1 | 0 | -3 | 3 | -3% | 14 | -0.2% | -9 | 1% | -4%
CCOc1ccc(N=C(NC#N)SCC(=O)NC2CC2)cc1 | -7 | 1 | -7 | -6% | -1 | 0.7% | -3 | 3% | 4%
Cc1ccc2nsnc2c1S(=O)(=O)N1CCCC1 | 0 | 3 | -21 | -18% | -5 | 0.5% | -7 | -7% | -5%
CC1CCN(C(=O)C2CCN(CC(C)c3ccccc3)CC2)CC1 (stereo not drawn) | 3 | 0 | -3 | x | 5 | -0.6% | -8 | 1% | -3%
CCC(=O)NC(c1ccco1)c1cc(Cl)c2cccnc2c1OC (stereo not drawn) | -3&-3 | 0&2 | 2 | -1% | 17 | -0.3%&2.6% | 0 | -3% | -5%
CN(C)S(=O)(=O)c1ccc(C(=O)Nc2nnc(SCc3ccccc3)s2)cc1 | -12 | 6 | 25 | 0% | 0 | 4.0% | -3 | 2% | -2%
CC(CC(=O)Nc1cccc(F)c1)S(=O)(=O)c1ccc2c(c1)NC(=O)CO2 (stereo not drawn) | -4 | 2 | 6 | -9% | 1 | -1.8% | -2 | 9% | -1%
CCOc1ccc(NC(=O)CC2C(=O)N(c3ccc(OCC)cc3)C(=S)N2C2CC2)cc1 (stereo not drawn) | -3 | 2 | -2 | -9% | 2 | 1.7% | -6 | -2% | 2%
O=C(CC1C(=O)NCCN1Cc1c(F)cccc1Cl)NCCCn1ccnc1 (stereo not drawn) | -1 | 4 | 3 | -15% | 2 | -1.5% | -1 | -4% | -3%
COC(=O)c1ccc(Nc2cc(C)nc(-c3ccccc3O)n2)cc1 | -3 | 1 | -14 | -6% | 5 | 25% | -1 | 1% | -5%
CN1CCN(c2ccc([N+](=O)[O-])cc2NC(=O)c2ccco2)CC1 | -7 | 2 | -12 | 2% | 10 | 7.9% | -1 | -2% | -1%
CCOC(=O)C1=C(CN2CCN(c3cc(C)ccc3C)CC2)NC(=O)NC1c1ccc(Cl)cc1 (stereo not drawn) | 2 | 1 | -2 | 0% | -9 | 0.3% | 1 | 0% | -5%
COC(=O)c1ccc(C(=O)OC)c(NC(=O)CN(C)Cc2cccc(Cl)c2Cl)c1 | 9 | 10 | 1 | -16% | 1 | 0.2% | -3 | 0% | -4%
CN1C(C)(C)CCCC1(C)C | -7 | -1 | -4 | 4% | -4 | 1.0% | -9 | -5% | -2%&-4%&-2%
Cc1cc(O)c2c(c1O)C(=O)[C@]13C(=C2O)C(=O)[C@@H]2[C@@H](O)[C@H]1[C@@H]1[C@H](O)[C@H]3C(=O)C3=C(O)c4c(O)cc(C)c(O)c4C(=O)[C@]312 | x | x | x | u | x | x | 11 | u | -2%
COc1cc2c(=O)n(Cc3ccco3)c(=O)n(CC(=O)c3cccc(Br)c3)c2cc1OC | 1 | 9 | -20 | -22% | 8 | 5.9% | -6 | -7% | -2%
C/C=C/c1ccc(OCC(=O)N(CCOC)c2c(N)n(CCCC)c(=O)[nH]c2=O)c(OC)c1 | -3 | 3 | 10 | 0% | -30 | 1.7% | -8 | 0% | -4%
CC(=O)Oc1ccc(-c2nc3c(C)cccc3c(=O)o2)cc1 | -7 | 3 | 10 | -4% | -6 | -0.7% | 2 | -1% | 0%
COc1ccc(-n2nc(C)c3c(=O)c4c([nH]c32)CCCC4)cc1 | -1 | 0 | 6 | -9% | -10 | 2.4% | -4 | 3% | -6%
COC(=O)CCC(=O)NC(=S)Nc1c(C)cccc1C | 1 | 3 | -1 | 1% | 0 | 0.8% | 4 | 0% | -5%
O=C(CCC(=O)N(Cc1ccco1)C(C(=O)NC1CCCC1)c1ccncc1)Nc1cccnc1 (stereo not drawn) | -4 | 1 | 4 | -2% | 12 | 1.0% | -7 | 1% | -2%
CCn1c(C)cs/c1=N\S(=O)(=O)c1ccccc1 | 2 | 1 | 7 | -5% | 6 | 0.9% | -4 | 1% | -6%
Cc1ccc(CNC(=O)CN2C(=O)CSc3ccc(S(=O)(=O)N(C)C)cc32)cc1 | 0 | 3 | 1 | 0% | -7 | -0.6% | -5 | 2% | -3%
COc1cc(OC)cc(C(=O)NCC(=O)OCC(=O)c2ccc3c(c2)-c2ccccc2C3)c1 | -1 | 6 | -1 | 4% | x | 4.0% | -3 | 5% | -2%
CC1CCCC(C)N1NC(=O)c1cccc(S(=O)(=O)N2CCc3ccccc32)c1 (stereo not drawn) | -3 | -5 | 3 | -17% | -4 | -0.3% | -5 | -5% | -1%
CC(C)(C)CC(=O)N1CCN(Cc2ccc3c(c2)OCO3)CC1 | 1 | 5 | -9 | 1% | 0 | 3.9% | -5 | 0% | 4%
O=C(O)c1ccc(N2C(=O)c3cccc4cccc(c34)C2=O)cc1 | -11 | 2 | 4 | -13% | 4 | u | -2 | 2% | -3%
